Compound activity (PubChem BioAssay)
Menin MLL FP TR: qHTS Assay for Inhibitors Targeting the Menin-MLL Interaction in MLL Related Leukemias: Competition With Texas Red Labeled MLL-derived Mutant Peptide | O00255 | Menin + Texas Red MLL mutant peptide, fluorescence polarization | Potency, µM (doses to about 61.6 µM), inactives show at the top dose FP activity change, negative = inhibition, usual class: inhibitors | hit rate 0.23% among 270,000 | AID 1768, 2009; active means well fitted inhibition curve with a large enough effect in the polarisation, with a control signal flat, not every such curve was filed as active; inconclusive means small, poorly fitted or top-dose-only effect, or effect the other way, or a change in a side signal; inactive means no such curve, though single readings can be large or run the other way; the % refers to the polarisation; further: potency means the concentration at half of the fitted maximal effect; % of control where 0% means no effect; many of its hits are not listed in these tables
Target sequence (O00255 whole entry, looked up): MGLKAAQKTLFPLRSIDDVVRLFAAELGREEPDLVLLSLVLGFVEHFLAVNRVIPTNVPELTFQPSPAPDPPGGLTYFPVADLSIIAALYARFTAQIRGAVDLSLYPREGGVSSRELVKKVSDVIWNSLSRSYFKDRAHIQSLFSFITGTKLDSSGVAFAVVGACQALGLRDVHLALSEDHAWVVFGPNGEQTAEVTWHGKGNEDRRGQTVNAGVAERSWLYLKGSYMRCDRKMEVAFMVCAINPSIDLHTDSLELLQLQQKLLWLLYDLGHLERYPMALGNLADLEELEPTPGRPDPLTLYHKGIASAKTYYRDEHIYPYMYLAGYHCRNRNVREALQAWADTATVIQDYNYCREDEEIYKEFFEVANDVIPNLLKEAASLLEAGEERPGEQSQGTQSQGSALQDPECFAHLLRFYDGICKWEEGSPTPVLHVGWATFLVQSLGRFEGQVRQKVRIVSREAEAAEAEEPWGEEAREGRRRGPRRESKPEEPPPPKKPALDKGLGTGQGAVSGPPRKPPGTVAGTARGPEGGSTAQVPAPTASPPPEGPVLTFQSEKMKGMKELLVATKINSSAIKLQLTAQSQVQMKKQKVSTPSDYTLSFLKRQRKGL
MBNL1-CUG inh: qHTS Assay for Inhibitors of MBNL1-poly(CUG) RNA binding. Potency, µM (series often up to 57.5 µM), for the others: top-dose activity change, negative = inhibition, most hits filed as inhibitors. Muscleblind-like protein 1 (Homo sapiens), Q9NR56. hit rate 0.036% among 280,000. TR-FRET MBNL1-His/biotin-(CUG)12 binding, 665/545 ratio; active means well fitted inhibition curve with a large enough effect in the signal ratio, with a control signal flat, not every such curve was filed as active; inconclusive means small, poorly fitted or top-dose-only effect, or effect the other way, or a change in a side signal; inactive means no such curve, though single readings can be large or run the other way; the % refers to the signal ratio; further: potency means the concentration at half of the fitted maximal effect; on the % scale 0 is the no-effect control and ±100 the full control effect
Target sequence (Q9NR56 whole entry, looked up): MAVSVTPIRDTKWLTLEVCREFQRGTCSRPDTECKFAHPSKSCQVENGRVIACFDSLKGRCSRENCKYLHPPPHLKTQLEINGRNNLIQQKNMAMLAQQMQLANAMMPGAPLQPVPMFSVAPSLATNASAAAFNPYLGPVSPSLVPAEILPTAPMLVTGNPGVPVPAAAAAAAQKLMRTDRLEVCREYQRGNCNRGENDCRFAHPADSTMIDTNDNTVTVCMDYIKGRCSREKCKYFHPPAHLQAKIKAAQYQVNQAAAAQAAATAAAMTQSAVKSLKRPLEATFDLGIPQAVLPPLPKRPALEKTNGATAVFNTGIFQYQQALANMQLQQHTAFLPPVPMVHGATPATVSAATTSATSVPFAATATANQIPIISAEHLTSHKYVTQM
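MBNL1-His + Biotin-(CUG)12, cpd titration 92 nM–58 uM; Tb anti-His Ab 0.055 ng/ul, SA-XL665 5 nM (final); 60 min RT; ratiometric 665/545 nm, Ex 340 nm; normalized to buffer and full-complex controls.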
Chronic BCR inh: qHTS Assay to Find Inhibitors of Chronic Active B-Cell Receptor Signaling; ABC-DLBCL IkBa-CBG/CBR reporter, luminescence ratio, 4 h; Potency, µM (top dose mostly 46.1 µM), for inactives: at the top dose ratio change, negative = lower green/red ratio, hits mostly inhibitors; hit rate 0.05% among 340,000; AID 493014, 2011; active means well fitted inhibition curve with a large enough effect in the signal ratio, with a control signal flat, not every such curve was filed as active; inconclusive means small, poorly fitted or top-dose-only effect, or effect the other way, or a change in a side signal; the % refers to the signal ratio;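 further: potency means the concentration at half of the fitted maximal effect; plate controls were basal doxycycline-induced cells for no effect and cells given 10 µM MG132 for full effect; MG132 reads +100%, hits lower the ratio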
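TMD8 human ABC-DLBCL cells with doxycycline-inducible IκBα–green luciferase fusion and unfused red luciferase, in 0.5% FBS medium; compounds up to 46 uM, 4 h at 37C. Green/red luminescence ratio, filter-overlap corrected, fitted to concentration-response curves.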
ASM inhibitor: Inhibitors of Secretory Acid Sphingomyelinase (S-ASM): qHTS | Sphingomyelin phosphodiesterase (Homo sapiens), P17405 | placental ASM, HMU-PC fluorogenic substrate, 60 min | Potency, µM (top dose mostly 57.5 µM), without a hit: top-dose activity change, negative = inhibition, most hits filed as inhibitors | hit rate 0.006% among 340,000 | AID 504937, 2011; further: potency means the concentration at half of the fitted maximal effect
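Human placenta-derived ASM preincubated with compound 10 min at room temperature, then reacted with 9 uM (final) fluorogenic HMU-PC substrate for 60 min at 37 C. Stop solution raises pH to 10; fluorescence read at Ex 386/Em 447 nm.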
GALK inh: qHTS Assay for Inhibitors of Human Galactokinase (GALK). P51570. Purified GALK, Kinase-Glo residual ATP luminescence. Potency, µM (titrated, usually from 57.5 µM), for the others: at the highest dose activity change, negative = inhibition, actives largely listed as inhibitors. hit rate 0.007% among 270,000. AID 1868, 2009; further: potency means the concentration at half of the fitted maximal effect; on the % scale 0 is the no-effect control and ±100 the full control effect
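Luminescence from leftover ATP (Ultra-Glo luciferase/luciferin) served as read-out after a 1 h room-temperature reaction of 5 nM GALK with 35 uM ATP and 100 uM galactose.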
USP2a block: qHTS Assay for Inhibitors of Ubiquitin-specific Protease USP2a Using CHOP2 as the Reporter. AID 463254, 2010. Potency, µM (highest dose often 38.3 µM), inactives show at the highest dose activity change, negative = inhibition, hits mostly inhibitors. USP2 core, Ub-CHOP2 coupled fluorogenic reporter, 485/531. hit rate 0.01% among 330,000. Ubiquitin carboxyl-terminal hydrolase 2 (Homo sapiens), O75604;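 further: potency means the concentration at half of the fitted maximal effect; plate controls were DMSO wells for no effect and full inhibition by NEM control for full effect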
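Cell-free coupled assay: 10nM USP2 core preincubated 30min RT with compound in Tris-HCl pH 8.0/CaCl2/CHAPS buffer, then 25nM Ub-CHOP2 and 25nM reporter substrate; fluorescence (Ex 485/Em 531) read after 60min RT, normalized to NEM inhibition, concentration-response curves fitted.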
Mito fusion act: qHTS Assay for Small Molecule Inhibitors of Mitochondrial Division or Activators of Mitochondrial Fusion; hit rate 0.23% among 320,000; Potency, µM (titrated, usually from 46.1 µM), for the others: top-dose growth rescue (activation), usual class: activators; S. cerevisiae fusion-defective mutant growth rescue, CellTiterGlo 48 h;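 further: potency means the concentration at half of the fitted maximal effect; % of control where 0% means no effect; nearly all actives have a fitted effect of over 45% in size; temperature-sensitive fusion mutants such as fzo1-1 at 37 °C on non-fermentable ethanol glycerol medium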
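Yeast fusion mutant, YPEG (non-fermentable carbon), compound, 48 h at 37C non-permissive; CellTiterGlo added, 10 min RT, luminescence read. Rescued growth = division inhibition.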
hERG WT inh: qHTS for Inhibitors of KCHN2 3.1: Wildtype qHTS; hit rate 0.37% among 340,000; AID 720551, 2013; U2OS, BacMam KCNH2, thallium flux FluxOr; hits give low values; activity change, % at 1.84 µM;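 active means maximum activity change below -70%; inconclusive means maximum activity change between -70% and -50%; inactive means maximum activity change above -50%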; further: on the % scale 0 is the no-effect control and ±100 the full control effect
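U2OS cells were transduced with wild-type KCNH2 virus (2.03 x 10^8 / mL) for 4 h at room temperature, then cultured overnight at 37 C. Thallium flux was read with FluxOr dye. Rate constants were normalized to DMSO controls.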
Eya2 inh: qHTS Assay for Inhibitors of the Phosphatase Activity of Eya2; Protein phosphatase EYA2 (Homo sapiens), O00167; recombinant Eya2, OMFP fluorescence dephosphorylation (OMFP is methylfluorescein phosphate); Potency, µM (top dose mostly 76.9 µM), without a hit: at the top dose activity, negative = inhibition, actives largely listed as inhibitors; hit rate 0.006% among 330,000; further: potency means the concentration at half of the fitted maximal effect; on the % scale 0 is the no-effect control and ±100 the full control effect
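Eya2 protein (added as 0.2 uM solution) was preincubated with compound for 10 min at ambient temperature in 50 mM HEPES pH 7.5, 50 mM NaCl, 5 uM MgCl2, 0.05% BSA, 1 mM DTT. OMFP (added at 50 uM) then reacted 10 min; fluorescence read at 485/525 nm.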
PKM2 activator: qHTS Assay for Activators of Human Muscle isoform 2 Pyruvate Kinase; purified PKM2, Kinase-Glo ATP luminescence, activation; response scale: 0% is enzyme alone, no compound; Potency, µM (highest dose often 57.5 µM), for inactives: top-dose activation, actives largely listed as activators; hit rate 0.34% among 260,000; AID 1631, 2009; further: potency means the concentration at half of the fitted maximal effect; on the % scale 0 is the no-effect control and ±100 the full control effect; nearly all actives have a fitted effect of over 55% in size
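hPK-M2, >95% pure; 0.1 mM ADP / 0.5 mM PEP final; imidazole pH7.2 buffer w/ 7 mM MgCl2, 50 mM KCl; 1 h RT; Kinase-Glo lum. Intermediate enzyme activity for dual inhibitor/activator qHTS.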
TSHR antagonist: Antagonists of the Thyroid Stimulating Hormone Receptor: HTS campaign. Thyrotropin receptor (Homo sapiens), P16473. TSHR-expressing cells, TSH-stimulated cAMP HTRF, 2 h; hits give low values. activity change, negative = inhibition, % at 11.5 µM. hit rate 0.2% among 330,000;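 active means activity change below a set negative limit, meaning inhibition stronger than a set level, cut at about -70% in these data; inconclusive means activity change between two set negative limits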; further: on the % scale 0 is the no-effect control and ±100 the full control effect
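TSHR-expressing cells, 200/well, pre-treated with compound, then stimulated with EC80 TSH (4nM final) for 2 hours at 37 deg C. cAMP measured by competitive HTRF: anti-cAMP cryptate antibody in lysis buffer plus cAMP-d2, read after 30 minutes at room temperature.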
* hit, by the source's call; u = inconclusive; x = no result given; [ ] = remark or other dose. Unless noted, the call rests on the fitted dose curve; in most records, active means well fitted curve in the direction sought with a large enough effect; inconclusive means small, poorly fitted or top-dose-only effect, or another doubt; inactive means no such curve, though single readings can be large; an effect the other way counts as inactive or inconclusive. A portion of the library; rates above refer to the full screens.

SMILES	USP2a block	GALK inh	MBNL1-CUG inh	ASM inhibitor	Mito fusion act	Menin MLL FP TR	TSHR antagonist	hERG WT inh	Eya2 inh	PKM2 activator	Chronic BCR inh
CC(C)(CNC(=O)c1cccc(S(=O)(=O)NCc2ccccc2)c1)N1CCOCC1	1%	x	x	1%	-3%	x	2	9	17%	x	1%
CCC(C)Sc1ccc(-c2nc3ccc(Cl)cn3c2NCc2ccccc2)cc1 (stereo not drawn)	3%	x	x	166%[activator]	x	x	-6	-12	18%	x	-1%
CCN(C[C@H]1N[C@@](CC)(C(=O)OC)[C@H]2C(=O)N(C)C(=O)[C@@H]12)C(=O)Nc1ccc(OC)cc1	0%	x	x	-1%	x	x	-15	-1	2%	x	0%
CC1CCN(c2nc(N3CCCCC3)nc(N3CCCCC3)n2)CC1	2%	0%	1%	4%	-1%	2%	9	x	4%	5%	u
Cc1noc(C)c1S(=O)(=O)N1Cc2ccccc2CC1C(=O)N(C)C (stereo not drawn)	-3%	1%	-4%	6%	12%	x	-9	11	1%	x	-3%
Cc1[nH]c2ccccc2c1NC(=O)CN1CCN(c2cccc(C(F)(F)F)c2)CC1	x	-1%	9%	-11%	-16%	5%	x	2	x	15%	x
Cc1ccc(-n2nnnc2SCC(=O)N2CCN(C(=O)c3ccco3)CC2)c(C)c1	-2%	-2%	-4%	0%	-5%	-1%	0	14	-6%	0%	1%
S=C(NC1CC1)N1CCN(c2ccc(Cl)cc2)CC1	0%	0%	4%	1%	-5%	u	0	8	-5%	1%	1%
COC(=O)c1ccccc1NC(=O)CN(c1c(C)cccc1C)S(C)(=O)=O	-1%	5%	-3%	-1%	3%	-24%	-3	0	6%	1%	-1%
NS(=O)(=O)c1cccc(NC(=O)c2cc(-c3cccs3)nc3ccccc23)c1	-1%	5%	x	35%	-17%	x	-7	0	0%	0%	u
Cc1ccc(C(=O)NC(=S)N2CCCCCC2)cc1	0%	x	x	3%	-9%	x	-3	-9	-4%	x	u
NC1=C([N+](=O)[O-])C(c2ccc3c(c2)OCO3)C2=C(CCCC2=O)O1 (stereo not drawn)	0%	-2%	26%	11%	-3%	-1%	1	-8	u	0%	2%
O=C(Nc1ccccc1)N1CCN(c2ccc(C(F)(F)F)cn2)CC1	-1%	2%	-2%	0%	1%	3%	-4	3	-2%	-8%	0%
O=C(COC(=O)CC1c2ccccc2CCN1S(=O)(=O)c1ccccc1)Nc1ccccc1 (stereo not drawn)	-2%	0%	x	21%	11%	2%	-7	3	-2%	6%	2%
Cn1cc(Br)c(C(=O)NNC(=O)c2cccc(Br)c2)n1	1%	1%	-2%	1%	3%	5%	9	-15	2%	-2%	u
CC(=O)/C(N=Nc1ccc2c(c1)OCO2)=C(\C)O	0%	4%	u	-2%	10%	-2%	25	-14	-3%	9%	u
Cc1c(Cl)cc(-n2cnnn2)cc1[N+](=O)[O-]	2%	0%	u	7%	2%	-15%	-3	-5	-9%	11%	-1%
CCOc1cccc2sc(N(CCCN(C)C)C(=O)c3ccc(S(=O)(=O)N(C)Cc4ccccc4)cc3)nc12	2%	5%	-3%	-16%	-17%	-14%	-18	-74*	0%	2%	u
Fc1ccccc1OCCSc1ncnc2nc[nH]c12	1%	2%	0%	5%	6%	2%	7	x	1%	u	u
COC(=O)c1ccccc1S(=O)(=O)NNC(=O)C1COc2ccccc2O1 (stereo not drawn)	0%	x	x	3%	0%	x	-2	-2	-9%	x	1%
COC(=O)COc1ccc(S(=O)(=O)Nc2ccc3c(c2)OCCO3)cc1Cl	-2%	0%	3%	2%	15%	21%	-26	-4	8%	0%	-3%
O=C(Nc1ccn([C@H]2CC[C@@H](CO)O2)c(=O)n1)c1ccccc1	2%	7%	-30%	3%	2%	x	-12	6	14%	-2%	-2%
Cc1sc2ncn(CC(=O)N(CC(=O)NC3CCCC3)Cc3cccs3)c(=O)c2c1C	0%	3%	7%	-1%	u	10%	-7	-19	-7%	3%	u
CC(=O)N(C)c1ccc(NC(=S)Nc2cccc3ccccc23)cc1	1%	-1%	2%	5%	-10%	7%	-6	7	-2%	4%	6%
Cc1ccc(C)c(NC(=S)N2CCN(c3cccc(C(F)(F)F)c3)CC2)c1	1%	-6%	-5%	-2%	-10%	6%	-6	2	0%	7%	8%
COc1ccc(-n2cc(CNC3CCN(C)CC3)c(-c3cccc(F)c3)n2)cc1	1%	1%	9%	3%	-14%	-11%	0	14	-2%	-8%	u
O=C1CCCN1c1ccc(S(=O)(=O)N2CCCCC2)cc1	1%	1%	3%	-1%	10%	-1%	-9	3	6%	x	-3%
CCn1nc(C)c(CNC(=O)CC2C(=O)NCCN2CC(C)C)c1C (stereo not drawn)	1%	-2%	5%	32%	3%	15%	14	3	11%	9%	14%
COC(=O)CSCC(=O)Nc1nnc(-c2ccccc2C)s1	1%	-2%	5%	5%	3%	-10%	-14	-9	2%	-2%	u
COc1ccc(Cc2nnc(SCC(=O)N(C)c3ccccc3)o2)cc1	0%	3%	-6%	-1%	-1%	x	0	2	-3%	-1%	3%
COc1ccc(-n2c(SC)nc3sc4c(c3c2=O)CCN(C)C4)cc1	-1%	-2%	14%	-2%	5%	u	-12	16	9%	x	0%
COc1ccc(C2c3sc(=O)[nH]c3SC3C4CCC(C4)C23)cc1OC (stereo not drawn)	-2%	-3%	-13%	-23%	10%	13%	-7	2	-3%	5%	0%
CCCn1c(/C=N/Nc2nc3ccccc3[nH]2)nc2ccccc21	1%	0%	x	20%	u	30%	-5	4	-8%	2%	3%
CSCCC(NC(=O)c1ccccc1Br)C(=O)NNC(=O)c1cc(C)oc1C (stereo not drawn)	1%	x	x	-2%	x	x	x	-9	0%	x	-6%
O=C(COc1ncnc2ccccc12)NC(=O)NCc1ccccc1	1%	7%	1%	1%	2%	12%	-3	-14	-1%	-3%	-2%
COc1cccc(NC(=O)C2CCCN(S(=O)(=O)c3ccc(-n4cnnn4)cc3)C2)c1 (stereo not drawn)	3%	0%	2%	-2%	3%	u	13	0	-7%	-1%	2%
C#CCSc1n[nH]c(=O)n1-c1cccc(C(F)(F)F)c1	-1%	-2%	x	0%	1%	x	-10	-4	3%	1%	5%
O=C(CCCN1C(=O)c2cccc3cccc(c23)C1=O)N1CCc2ccccc2C1	0%	-4%	u	-9%	3%	-10%	-20	5	-1%	1%	25%
CC(=O)N/C(=C/c1ccc2c(c1)OCO2)C(=O)NCCO	0%	-3%	15%	-3%	-6%	11%	-8	6	2%	1%	-12%
CC1(C)NC(=O)N(CC(O)COC2CCCCC2)C1=O (stereo not drawn)	0%	0%	-8%	1%	-3%	6%	-6	3	-1%	-4%	2%
Clc1ccc2c(NCc3ccccc3)ccnc2c1	-1%	9%	-11%	17%	-1%	-4%	-9	31	-3%	u	0%
